# Source: PubChem
# Dengue-2 NS5 capping – Dengue-2 NS5 methyltransferase inhibitors, primary screen, biochemical, confirmation dose response (AID 588689); Dengue-2 NS5 methyltransferase capping enzyme assay, biochemical; higher % means a stronger effect; Genome polyprotein (Dengue virus type 2 (strain 16681-PDK53)); one-dose inhibition, % at 25 µM; IC50 in µM for titrated hits; actives 0.3% (n = 340,000); in the data active = a potency from the dose series; inconclusive = inhibition above about 29% without an active follow-up result
# ER stress rescue – rescue of cells from ER stress-induced death, primary screen, 384-well, CSM14.1, thapsigargin, ATP luminescence (AID 1222); cellular ATP content (survival), % at 20 µM, or EC50 in µM where a hit was titrated; 190,000 tested, under 10 active; CSM14.1 thapsigargin-induced death rescue, ATP luminescence; higher % means a stronger effect;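 active = EC50 below 50 µM in the dose-response confirmation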;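 note: death triggered by thapsigargin at about 15 µM added after 2 h compound pretreatment; cell ATP read after overnight thapsigargin exposure of roughly 18 to 22 hours; normalized against plate controls of thapsigargin alone and 5% DMSO vehicle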
# RSV antiviral HEp-2 – RSV antiviral activity via CPE protection, HEp-2 cells, primary 10 µM value included (AID 2391); HEp-2 cells, RSV-induced CPE inhibition; higher % means a stronger effect; actives 0.13% (n = 310,000); CPE inhibition, % at 10 µM, or IC50 in µM where a hit was titrated; in the data active = a potency from the dose series; inconclusive = CPE inhibition mostly from about 23% at the one dose, without a potency; inactive = the rest, 99 in 100 with CPE inhibition below about 21%; note: strong numbers were not always called active
# WT yeast gro inh – growth inhibition of WT strain, primary screen, mitochondrial fusion inhibitor project, WT and mutant strains, chemical genetic; mitochondrial fusion phenotypic screen; inhibition, % at 10 µM; actives 2.1% (n = 190,000); in the data active = inhibition above about 58%; tested in S. cerevisiae
# Large T inhibition – SV40 large T antigen inhibitors, biochemical (AID 1903); SV40 large T antigen ATPase/helicase inhibition assay; higher % means a stronger effect; one-dose inhibition, % at 20 µM; IC50 in µM for titrated hits; actives 0.39% (n = 310,000); in the data active = a potency from the dose series; inconclusive = inhibition mostly from about 32% at the one dose, without a potency; inactive = the rest, 99 in 100 with inhibition below about 32%; note: strong numbers were not always called active
# West Nile antiviral – West Nile virus antiviral activity, cell-based, CPE readout (AID 1621); West Nile virus-infected cells, CPE inhibition; higher % means a stronger effect; CPE inhibition, % at 10 µM; hits with a dose series show IC50 in µM; actives 0.02% (n = 290,000); in the data active = a potency from the dose series; inconclusive = CPE inhibition mostly from about 3.7% at the one dose, without a potency; inactive = the rest, 99 in 100 with CPE inhibition below about 2.2%; note: strong numbers were not always called active
# K1F lysis inhibition – inhibition of K1F phage lysis, E. coli UTI89, bacterial capsule biogenesis inhibitors, alamar blue (AID 488966). E. coli UTI89 K1F phage lysis, alamar blue, 2 h; higher % means a stronger effect. one-dose inhibition, % at 100 µM; IC50 in µM for titrated hits. actives 0.02% (n = 340,000);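 active = phage lysis inhibition, versus mean bacterial control, above a set limit; inconclusive = no clear call, values can overlap the other calls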;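 note: capsule biogenesis inhibitors block K1F phage lysis so surviving cells raise fluorescence; higher fluorescence means more inhibition of phage lysis; actives were called in the ten point dose series up to 300 µM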
# XIAP displacement – XIAP antagonists, biochemical, IAP family, fluorescence polarization (AID 1018); XIAP BIR domain, fluorescence polarization peptide displacement; higher % means a stronger effect; actives 0.007% (n = 200,000); one-dose displacement, % at 20 µM; IC50 in µM for titrated hits; E3 ubiquitin-protein ligase XIAP (Homo sapiens); in the data active = displacement above about 50%; note: a part of the inactive calls stands beside numbers as strong as those of hits
# Yfh1-depleted yeast – enhancers of respiration in Yfh1-depleted yeast, dose response, Friedreich's ataxia, plus single-dose screen (AID 1465); actives 0.074% (n = 220,000); fold induction at 50 µM, or EC50 in µM where a hit was titrated; S. cerevisiae Yfh1-off respiration, WST-1 reduction, 72 h; higher fold induction means a stronger effect;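 active = fold induction of absorbance versus untreated yeast above a set limit, then at least 30% activation at any dose in follow-up; inconclusive = repeats straddling the limit, or above it without dose testing; inactive = fold induction below the set limit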;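 note: activators that raise dye reduction in frataxin-depleted yeast; strong numbers were not always called active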
# WT yeast gro inh mutant strain – recorded beside WT yeast gro inh, whose call it bears; inhibition, %; mitochondrial fusion phenotypic screen, mutant strain inhibition
# Numbers without * were called inactive; i = inactive; ? = inconclusive; / = not tested or not shown; [ ] = another dose, or the depositor's remark.
SMILES,Dengue-2 NS5 capping,ER stress rescue,RSV antiviral HEp-2,WT yeast gro inh,WT yeast gro inh mutant strain,Large T inhibition,West Nile antiviral,K1F lysis inhibition,XIAP displacement,Yfh1-depleted yeast
Cc1ccc(-c2ocnc2C(=O)Nc2ccccc2NC(=O)c2ccccn2)cc1,3%,/,14%,/,/,-6%,-0.8%,-0.3%,/,/
CCN(CC)C(=O)CSc1nnc2cc(C)c3ccccc3n12,-9%,-1.2%,2.5%,-10,-12,0%,-0.2%,-0.6%,-10%,i
O=C1Nc2ccccc2C(O)(C(=O)NCc2ccco2)N1c1ccc(Cl)cc1 (stereo not drawn),-3%,0.7%,0.9%,-3,6,3%,0.2%,0.1%,-3.7%,i
COc1ccc(NC(=O)C/C(C)=N/NC(=O)C2CCCCC2)c([N+](=O)[O-])c1,-1%,/,1.5%,/,/,-3%,0.2%,0.0%,/,/
O=C(CSc1nnc(-c2ccccc2)n1CC1CCCO1)N1CCCC1 (stereo not drawn),4%,0.5%,0.7%,-15,-6,13%,0.7%,-0.2%,-4.8%,i
O=C(Cn1cnc2cc([N+](=O)[O-])ccc2c1=O)Nc1ccc2c(c1)CCC2,-3%,-0.6%,2.4%,-1,-19,-3%,-0.2%,0.1%,-3.2%,i
COc1cccc(C(=O)CSc2nnc(CNS(C)(=O)=O)n2-c2ccc(C)cc2)c1,-21%,0.4%,/,-14,-6,17%,1.0%,1.5%,-9.3%,i
O=C(O)c1ccccc1/C=N/Nc1ccc(S(=O)(=O)N2CCCC2)cc1[N+](=O)[O-],18%,/,22%,/,/,7%,0.8%,-0.8%[50 µM],/,i
CCNC(=O)COn1c(SCC(=O)NCC)nc2ccccc2c1=O,-3%,-1.1%,3.3%,1,6,10%,0.0%,0.4%,-8.6%,i
CCCC(=O)Nc1cc(OCC)c(NC(=O)NC2CCCCC2)cc1OCC,0%,-0.9%,1.7%,-12,-1,0%,2.9%,4.5%,0.1%,i
COc1cc(CNc2ccc3[nH]c(=O)[nH]c3c2)ccc1OCc1ccc(Cl)cc1,-3%,/,2.1%,/,/,10%,0.0%,0.4%,/,/
Cc1cccnc1NC(=O)c1sc2ccccc2c1Cl,0%,/,9.0%,/,/,18%,-0.2%,0.1%,/,/
C=CCn1c(SCC(=O)NCc2ccc3c(c2)OCO3)nnc1C1COc2ccccc2O1 (stereo not drawn),-4%,1.0%,-0.2%,-9,1,8%,-0.4%,2.0%,-4.0%,i
CSc1ncc(Cl)c(C(=O)NCc2ccc3c(c2)OCO3)n1,-8%,-2.3%,1.5%,0,5,14%,0.2%,0.4%,-6.0%,i
COc1ccc(CNC(=O)C(c2ccc(C)o2)N(C(=O)c2csnn2)c2ccc(C(C)C)cc2)cc1 (stereo not drawn),-2%,5.4%,2.1%,2,14,2%,-0.5%,-0.3%,-4.5%,i
CC(=O)Nc1ccc(C(=O)OCC(=O)c2cccc([N+](=O)[O-])c2)cc1,-6%,4.6%,1.1%,2,-8,0%,-0.2%,?,-3.1%,i
O=C(Cc1ccccc1)NC1CCN(C(=O)NCc2ccccc2)CC1,-2%,2.4%,1.2%,1,7,10%,-0.2%,-1.4%,-3.3%,i
Cc1cc(C)cc(N2CC(C(=O)NC3CCCCC3)CC2=O)c1 (stereo not drawn),2%,/,2.0%,/,/,8%,-0.5%,0.4%,/,/
COc1cc(-c2n[nH]c(=S)n2C(C)c2ccccc2)cc(OC)c1OC (stereo not drawn),-6%,/,0.3%,/,/,6%,-0.5%,1.2%,/,/
Cc1ccc2nc(SCC(=O)NCc3cccs3)c(C#N)cc2c1,-1%,-0.5%,0.4%,-10,-9,-5%,-0.1%,0.5%,-1.6%,i
COc1ccc(OCCCC(=O)N(C)CC(=O)Nc2ccccc2Cl)cc1,-6%,/,0.5%,/,/,3%,-0.7%,0.2%[50 µM],/,/
Brc1cccc(C=Nc2cccc3ncccc23)c1,7%,/,2.0%,/,/,18%,/,-0.3%,/,/
O=C(NCCN1CCOCC1)c1cc(-c2ccc(Cl)c(Cl)c2)on1,4%,/,0.6%,/,/,5%,-0.5%,0.3%,/,/
CC(C)[C@H](NC(=O)c1ccccc1)C(=O)OCC(=O)NCCC1=CCCCC1,-12%,-0.7%,2.2%,-2,-16,-12%,-0.1%,3.4%,-9.3%,i
CN(Cc1ccccn1)C(=O)C1CCC(=O)N(CCc2ccc(Cl)cc2)C1 (stereo not drawn),-4%,/,1.4%,/,/,/,0.2%,0.0%,/,/
# Next records
SMILES,Dengue-2 NS5 capping,ER stress rescue,RSV antiviral HEp-2,WT yeast gro inh,WT yeast gro inh mutant strain,Large T inhibition,West Nile antiviral,K1F lysis inhibition,XIAP displacement,Yfh1-depleted yeast
CC(C)(c1ccccc1)c1ccc(OCCN2CCOCC2)cc1,-1%,/,4.7%,/,/,-5%,-0.5%,-0.1%,/,/
Cc1sc2nc(COC(=O)CNC(=O)c3ccc(C(C)(C)C)cc3)[nH]c(=O)c2c1C,-6%,-1.8%,6.1%,-4,11,20%,-0.1%,6.0%,-5.2%,i
COc1ccc(C(=O)Nc2ccc(Oc3nc(C)nc4sc(-c5ccccc5)cc34)cc2)cc1OC,2%,-5.5%,1.8%,-9,-6,-1%,0.0%,0.2%,-4.8%,i
Cc1ccc(C(=O)c2c(C)oc3c2C(=O)C(=O)c2ccccc2-3)cc1,21%,0.3%,-2.1%,57,67,-1%,-0.8%,9.7%,0.7%,i
COc1ccc(C(=O)Nc2ccccc2C(=O)N/N=C/c2ccccc2OC)cc1,-1%,-3.1%,0.7%,-11,11,5%,-0.7%,0.4%,-3.7%,i
CCN(CC)c1ccc(NC(=O)c2ccccc2Br)cc1S(=O)(=O)Nc1ccccc1OC,5%,-0.2%,3.4%,-6,-9,5%,-1.9%,0.1%[50 µM],2.0%,i
O=C(N/N=C\c1ccc(-c2ccc(Cl)c(Cl)c2)o1)C(=O)N1CCCC1,5%,-5.0%,4.6%,10,41,2%,0.7%,0.7%,-0.5%,i
CC1(C)CC(CC(=O)Nc2ccc([N+](=O)[O-])cc2)C(=O)O1 (stereo not drawn),-10%,-0.7%,2.1%,-1,-61,3%,0.0%,0.2%,-6.7%,i
COCc1cc(Sc2ccc(Cl)cc2Cl)nc(-c2ccccc2)n1,3%,-0.4%,4.6%,11,-4,26%,-0.5%,1.3%,-2.1%,i
Cn1c(SCc2cc(=O)[nH]c3ccccc23)nnc1-c1ccco1,5%,1.8%,1.7%,-10,-4,2%,0.2%,0.6%,-4.7%,i
CC(Sc1nnc2c(n1)C1CCC2(C)C1(C)C)C(=O)Nc1ccccc1 (stereo not drawn),-1%,1.3%,3.3%,-14,-4,10%,-0.1%,4.8%,-12%,i
O=C1CC(Nc2ccc3ccccc3c2)C(=O)N1Cc1ccccc1 (stereo not drawn),-7%,1.4%,0.2%,42,42,6%,-0.4%,1.6%,-5.1%,i
C=CCN(CC=C)C(=S)NC(=O)/C=C/c1ccc(C)cc1,5%,-1.6%,0.3%,-9,-2,17%,-0.2%,3.6%,-28%,i
CCn1c(=O)c(C(=O)CN2CCN(S(=O)(=O)c3cc(C)ccc3C)CC2)c(N)n(Cc2ccccc2)c1=O,3%,-0.4%,10%,28,5,7%,-1.7%,0.1%,-3.2%,i
Fc1ccccc1Cn1cnc(NC(=S)NCCc2ccccc2)n1,/,-1.7%,0.2%,9,-2,5%,0.7%,/,-14%,i
COc1cc(/C=N/NC(=O)Cc2c[nH]c3ccccc23)cc(OC)c1OC,0%,-2.3%,4.6%,0,18,12%,0.0%,0.0%,-6.3%,i
O=C(NC1CCCC1)c1cc(-c2ccccc2)on1,6%,/,7.6%,/,/,13%,0.7%,0.0%,/,/
O=C(CSc1nc2c(sc3ccccc32)c(=O)n1CCCN1CCOCC1)NCC1CCCO1 (stereo not drawn),-4%,-1.7%,-1.7%,3,16,8%,-0.5%,-0.1%,-1.0%,i
COc1cccc(C(=O)NCC(c2cccnc2)N2CCN(c3ccccc3OC)CC2)c1 (stereo not drawn),1%,/,0.7%,-6,-2,9%,-1.1%,-0.3%,/,/
CC(NC(=O)CCC(=O)NC(C)c1ccccc1)c1ccccc1 (stereo not drawn),-1%,/,0.2%,/,/,4%,0.2%,0.3%,/,/
CCCCSc1ccc(NC(=O)c2cccnc2)cc1,-1%,-2.4%,9.1%,1,6,0%,0.1%,0.5%,-12%,i
COc1ccc(C(NC(=O)CC(C)C)NC(=O)CC(C)C)cc1OC,0%,2.6%,0.3%,7,-1,3%,0.3%,0.9%,-3.5%,i
Cn1c(CC(=O)Nc2ccc(Cl)cc2)nnc1SCC(=O)N1CCOCC1,-2%,/,0.9%,/,/,22%,-0.2%,1.4%[50 µM],/,/
CN(C1CCCCC1)C(CNS(=O)(=O)c1ccc(Cl)cc1)c1ccccc1 (stereo not drawn),-11%,/,-0.6%,/,/,7%,0.3%,0.3%,/,/
O=C(NCC(c1ccco1)N1CCN(c2ccc(F)cc2)CC1)C(=O)NC1CC1 (stereo not drawn),1%,/,0.2%,/,/,10%,/,0.8%[50 µM],/,/
COc1ccc(C2C3=C(CC(C)(C)CC3=O)Nc3c2c(=O)n(C)c(=O)n3C)cc1OC (stereo not drawn),4%,/,0.5%,13,-6,21%,-0.7%,-0.2%,-3.6%,i
Cc1ccc(-c2nnn(CC(=O)N(CC(=O)NC3CCCCC3)c3cnc4ccccc4c3)n2)o1,-7%,/,0.9%,/,/,/,-0.2%,1.7%,/,i
C[C@H](NC(=O)N1CCn2c1nc1ccccc12)C(=O)N1CCCCC1,-3%,/,-0.4%,/,/,14%,-0.1%,0.1%,/,/
COc1ccc(NC(=S)NN2C(C)CCCC2C)cc1 (stereo not drawn),-7%,0.2%,1.8%,-1,-3,8%,-0.2%,1.3%[50 µM],-3.9%,i
COc1cccc(NC(=S)N2CCN(S(C)(=O)=O)CC2)c1,-2%,/,0.7%,/,/,26%,-0.2%,0.1%,/,/

# Looked up one by one from above:
SMILES,Dengue-2 NS5 capping,ER stress rescue,RSV antiviral HEp-2,WT yeast gro inh,WT yeast gro inh mutant strain,Large T inhibition,West Nile antiviral,K1F lysis inhibition,XIAP displacement,Yfh1-depleted yeast
Cn1c(CC(=O)Nc2ccc(Cl)cc2)nnc1SCC(=O)N1CCOCC1,-2%,/,0.9%,/,/,22%,-0.2%,1.4%[50 µM],/,/
COc1ccc(NC(=S)NN2C(C)CCCC2C)cc1 (stereo not drawn),-7%,0.2%,1.8%,-1,-3,8%,-0.2%,1.3%[50 µM],-3.9%,i
COc1cccc(C(=O)NCC(c2cccnc2)N2CCN(c3ccccc3OC)CC2)c1 (stereo not drawn),1%,/,0.7%,-6,-2,9%,-1.1%,-0.3%,/,/
CCN(CC)c1ccc(NC(=O)c2ccccc2Br)cc1S(=O)(=O)Nc1ccccc1OC,5%,-0.2%,3.4%,-6,-9,5%,-1.9%,0.1%[50 µM],2.0%,i
